SNCA expr inh = Primary qHTS assay for inhibitors of alpha-synuclein gene (SNCA) expression; 140,000 tested, 0.17% active; Potency, µM (highest dose often 57.2 µM), for inactives: at the highest dose activity change, negative = inhibition, most hits filed as inhibitors; HEK-293 SNCA-luciferase knock-in, luminescence, 24 h;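 also: potency is read from the fitted curve at half-maximal effect; plate controls were DMSO cells for no effect and cell-free wells for full effect; nearly all actives have a fitted effect of over 45% in size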
SNCA viab count = GF-AFC viability counterscreen for inhibitors of alpha-synuclein gene (SNCA) expression; HEK-293-SNCA-luc viability, GF-AFC fluorescence, 24 h; Potency, µM (series often up to 57.1 µM), without a hit: top-dose activity change, negative = cytotoxicity, most hits filed as cytotoxic; 150,000 tested, 0.12% active; AID 1671193, 2021;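 also: potency is read from the fitted curve at half-maximal effect; 0% = DMSO-treated cells and -100% = medium-only wells without cells; nearly all actives have a fitted effect of over 30% in size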
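Cytotoxicity counterscreen: after 24 h compound treatment of genome-edited SNCA-luciferase HEK-293 cells, live-cell protease substrate GF-AFC read by fluorescence after 30 min; activity scaled between DMSO (0%) and medium-only (-100%), curves Hill-fitted.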
HEK cytotox = Cytotoxic Profiling in HEK 293 Cell Line of Diverse Libraries Using Quantitative High-Throughput Screening; 94,000 tested, 6.6% active; Potency, µM (top dose mostly 115 µM), inactives show top-dose activity change, negative = cytotoxicity, most hits filed as inhibitors; HEK 293 viability, ATP luminescence (CellTiter-Glo), 48-72 h; also: potency is read from the fitted curve at half-maximal effect; nearly all actives have a fitted effect of over 60% in size
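HEK 293 seeded at 250 cells/well receive compound via pintool. After 48 or 72 hr at 37 degree Celsius, 5% CO2 and 95% humidity, CellTiter-Glo is dispensed and luminescence read following 10 min at room temperature.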
IP6K1 inh = Primary qHTS assay for small molecule inhibitors of Inositol hexaphosphate kinase 1 (IP6K1). Inositol hexakisphosphate kinase 1 (Homo sapiens), Q92551. AID 1645851, 2021. IP6K1 kinase, ADP-Glo luminescence, 2 h; stronger effect = lower value. 140,000 tested, 0.81% active. activity change, % (series mostly up to about 58 µM); in the data active = activity change below about -25%
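ADP-Glo luminescence measures ADP made by human IP6K1 during a 2 h RT reaction with ATP/IP6 (mix at 1.3 mM/130 uM); top library doses 57.5 and 19.1 uM final.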
GPT2 inh = Primary qHTS assay for inhibitors of Glutamate pyruvate transaminase 2 (GPT2) | Alanine aminotransferase 2 (Homo sapiens), Q8TD30 | Recombinant GPT2, coupled pyruvate oxidase/HRP Amplex Red fluorescence | Potency, µM (titrated, usually from 57.7 µM), for the others: at the top dose activity change, negative = inhibition, hits mostly inhibitors | 100,000 tested, 0.25% active | AID 1671188, 2021; also: potency is read from the fitted curve at half-maximal effect; nearly all actives have a fitted effect of over 60% in size; many of its hits are not listed in these tables
Target sequence (Q8TD30 whole entry, looked up): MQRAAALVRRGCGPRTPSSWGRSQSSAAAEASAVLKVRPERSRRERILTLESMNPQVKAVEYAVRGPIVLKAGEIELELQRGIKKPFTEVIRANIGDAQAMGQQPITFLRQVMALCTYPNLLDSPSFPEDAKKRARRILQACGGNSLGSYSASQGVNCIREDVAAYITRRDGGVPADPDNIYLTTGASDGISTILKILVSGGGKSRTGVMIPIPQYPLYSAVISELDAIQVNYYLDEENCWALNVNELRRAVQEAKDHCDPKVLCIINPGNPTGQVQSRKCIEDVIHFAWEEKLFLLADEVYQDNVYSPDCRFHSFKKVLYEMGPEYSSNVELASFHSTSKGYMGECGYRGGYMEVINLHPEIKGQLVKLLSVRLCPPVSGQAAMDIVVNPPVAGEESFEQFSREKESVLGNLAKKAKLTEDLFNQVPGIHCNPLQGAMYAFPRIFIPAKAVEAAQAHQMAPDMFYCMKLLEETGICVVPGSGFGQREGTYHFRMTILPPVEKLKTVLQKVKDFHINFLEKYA
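GPT2 10ng/uL, a-KG 250uM, L-Ala 2mM, HEPES pH7.5 + 0.0001% Tween; 30 min RT. Then Amplex mix (PO/HRP/ThPP), 30 min RT dark, fluorescence. AOA 50uM used as positive control.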
NIH3T3 tox = Cytotoxic Profiling in NIH 3T3 Cell Line of Diverse Libraries Using Quantitative High-Throughput Screening. NIH 3T3 viability, CellTiter-Glo ATP luminescence, 48-72 h. Potency, µM (titrated, usually from 96.7 µM), without a hit: at the highest dose activity change, negative = cytotoxicity, actives largely listed as inhibitors. 94,000 tested, 4.3% active. AID 1345082, 2018; also: potency is read from the fitted curve at half-maximal effect; nearly all actives have a fitted effect of over 55% in size
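Cells were seeded at 400 per well, treated with pin-transferred compound, and kept 48 or 72 hr at 37 °C before CellTiter-Glo addition and luminescence imaging of cellular ATP.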
Luciferase inh = Firefly luciferase inhibition profiling of diverse chemical library using quantitative high-throughput screening | Luciferin 4-monooxygenase (Photinus pyralis), P08659 | purified P. pyralis luciferase, luminescence, biochemical | Potency, µM (series often up to 115 µM), for the others: at the top dose activity change, negative = inhibition, most hits filed as inhibitors | 76,000 tested, 2.5% active | AID 1347043, 2019; also: potency is read from the fitted curve at half-maximal effect; nearly all actives have a fitted effect of over 65% in size
Target sequence (P08659 whole entry, looked up): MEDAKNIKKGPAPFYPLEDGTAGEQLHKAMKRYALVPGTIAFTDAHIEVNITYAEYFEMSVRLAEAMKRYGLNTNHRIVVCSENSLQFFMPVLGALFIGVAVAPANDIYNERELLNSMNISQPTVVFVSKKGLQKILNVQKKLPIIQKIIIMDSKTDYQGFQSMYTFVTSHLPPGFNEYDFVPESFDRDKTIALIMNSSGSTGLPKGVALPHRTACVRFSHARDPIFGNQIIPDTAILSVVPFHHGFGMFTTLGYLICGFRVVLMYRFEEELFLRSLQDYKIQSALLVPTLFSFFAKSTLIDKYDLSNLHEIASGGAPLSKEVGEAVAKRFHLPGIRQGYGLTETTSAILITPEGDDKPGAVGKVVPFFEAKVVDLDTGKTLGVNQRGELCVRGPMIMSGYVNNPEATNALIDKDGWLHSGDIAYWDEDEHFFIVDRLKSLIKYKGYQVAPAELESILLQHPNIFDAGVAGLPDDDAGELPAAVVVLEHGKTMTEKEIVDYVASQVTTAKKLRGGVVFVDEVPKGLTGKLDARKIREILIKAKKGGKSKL
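Luminescence read by CCD imager after adding enzyme (10nM final) to wells holding compound, titrated in qHTS. Substrates 10uM each D-luciferin and ATP; buffer 50mM Tris acetate pH 7.5, 10mM Mg acetate, Tween-20, BSA.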
* = called active by the depositor; i = inactive; ? = inconclusive; / = not tested or not shown; [ ] = another dose, or the depositor's remark. Unless noted, calls follow the shape of the dose curve; as a rule, active = well fitted curve in the direction sought with a large enough effect; inconclusive = small, poorly fitted or top-dose-only effect, or another doubt; inactive = no such curve, though single readings can be large; an effect the other way counts as inactive or inconclusive. Unless noted, % is scaled to controls: 0 for no effect and ±100 for the full control effect. The list is partial, so the mix of outcomes need not match the whole.

nr	Structure	SNCA expr inh	SNCA viab count	HEK cytotox	IP6K1 inh	GPT2 inh	NIH3T3 tox	Luciferase inh
1	O=C(NCCCc1ccccc1)c1n[nH]c2c1CN(C(=O)c1ccc(Cl)cc1)CC2	-29%	7%	?	-2	i	?	13%
2	Cc1noc([C@@H]2C[C@H](NS(=O)(=O)c3cccc4cccnc34)CN2C)n1	3%[87.6 µM]	-4%[87.6 µM]	i	10	-12%[88.5 µM]	3%[138 µM]	0%[172 µM]
3	COCCCn1c(=O)c(C(=O)NCCc2ccc(F)cc2)nc2cccnc21	-4%	-2%	-15%	14	i	-29%	/
4	O=C(OCc1cc(=O)n2nc(C3CCCCC3)sc2n1)c1ccccc1Cl	-12%	-2%	/	25	/	/	/
5	Cc1cccc(-c2noc([C@@H]3Cc4nc[nH]c4CN3Cc3ccc(C(=O)O)cc3)n2)c1	?	3%[87.6 µM]	-21%[172 µM]	-8	-8%[88.5 µM]	-10%[174 µM]	?
6	Cc1ccc(CNC(=O)c2ccc3c(c2)CN(Cc2scnc2C)CCO3)cc1	-14%	-13%	?	11	i	?	3%
7	O=C(NCC1Cn2cccc2C(=O)N1Cc1ccccc1)C1CCCC1 (stereo not given)	8%	-5%	-7%	8	i	-14%	0%
8	Cc1ccc(C(=O)N2CCCC3(C2)NC(=O)c2ccccc2O3)cc1 (stereo not given)	10%	5%	?	21	i	-15%	-3%
9	CCc1noc(-c2ccn3c(CNC(=O)C(CC)c4ccccc4)nnc3c2)n1 (stereo not given)	-3%	0%	?	3	i	-28%	-2%
10	C=Cc1ccc(CN2C(=O)N(c3cccc(Cl)c3)S(=O)(=O)c3ccccc32)cc1	1%	7%	/	1	/	/	/
11	Cc1cccc(NC(=O)C2CCCN2S(=O)(=O)c2cccc3nsnc23)c1C (stereo not given)	?	-3%	/	-23	/	/	/
12	CC1CCN(CCCNC(=O)c2cn(C)c3ccc(S(=O)(=O)N(C)C4CCCCC4)cc3c2=O)CC1	38%[activator]	6%	/	35	/	/	/
13	Cc1noc(C)c1CC(=O)N1CCc2ncnc(N3CCCC3)c2CC1	6%	-3%	4%	-8	4%	-1%	0%
14	NCCn1cc(C(=O)N2CCCC(c3[nH]ncc3Cc3ccccc3)C2)nn1 (stereo not given)	-18%	-3%	?	15	i	-7%	1%
15	COCC(=O)N1CCCN(c2ccc3nnc(C)n3n2)CC1	/	/	-3%[172 µM]	3	/	-11%[138 µM]	/
16	CCCc1ccc(C(=O)N2C[C@@H](CN(C)C)[C@@H](CO)C2)cc1	1%	-8%	-23%	30	?	-17%	-1%
17	Cc1ccc(OCC(=O)OCc2cc(=O)n3nc(C4CCCCC4)sc3n2)cc1C	31%[activator]	-6%	/	5	/	/	/
18	O=C1N(CC2CC2)CCCC1(O)CNCc1cc(F)cc(F)c1 (stereo not given)	20%	4%	-23%	0	-14%	-21%	10%
19	O=C1CCC(C(=O)N2CCc3nc(-c4cccc(F)c4)[nH]c3C2)NC(=O)N1 (stereo not given)	-2%	13%	i	21	3%	2%	-5%
20	CCCCCC(=O)N1CCC2(CC1)[C@H](C(=O)OCC)[C@@H](O)C(=O)N2Cc1ccccc1	/	/	0%	8	/	?	/
21	O=C(CC[C@H]1NC(=O)c2ccccc2NC1=O)Nc1n[nH]c(Cc2ccc(F)cc2)n1	0%	-3%	28%	1	i	0%	-8%
22	O=C1NCCCCCCN(Cc2ccncc2)[C@@H]2CN(S(=O)(=O)Cc3cccc(F)c3)CC[C@H]12	-1%	-14%	?	17	-6%	-16%	5%
23	CN1C(=O)C(c2ccccc2)CC12CCN(C(=O)C1CCCC1)CC2 (stereo not given)	2%	0%	2%	-4	-3%	-8%	7%
24	Cc1ccc(-c2nnc(Nc3ccccc3O)c3ccccc23)cc1	12%	8%	/	-12	/	/	/
25	CC[C@H]1CN(S(=O)(=O)c2ccc(OC)cc2)CC[C@H]1CC(=O)Nc1ccccc1	-12%[87.6 µM]	?	?	-5	-8%[88.5 µM]	?	-5%[172 µM]
26	CCCN(C(=O)c1cc2c(Cl)nc3ccccc3c2s1)c1cccc(C)c1	?	4%	/	-10	/	/	/
27	CCn1cc(S(=O)(=O)N2CCC(Cc3nncn3C)C2)cn1 (stereo not given)	29%	7%	11%	16	i	-8%	-13%
28	Cc1ccc2nc(-c3ccccn3)c(Nc3ccc(F)cc3)n2c1	?	-13%	/	38	/	/	/
29	O=C(NCc1ccccc1F)N1C[C@@H](CN2CCCCC2)[C@@H](CO)C1	0%	-3%	-2%	-3	?	i	1%
30	CN1c2cc(C(=O)Nc3ccc(Oc4ccccc4)cc3)ccc2C(=O)N2CCCCCC21 (stereo not given)	-19%	-3%[12.5 µM]	10µM*	40	-7%	?	?
31	O=C1NC2(CN(C(=O)c3ccccc3)C2)Oc2ccccc21	-11%[87.6 µM]	1%[87.6 µM]	-14%[172 µM]	2	5%[88.5 µM]	-13%[138 µM]	3%[172 µM]
32	COCCn1cc2c3c(cccc31)CN(C(=O)Cc1ccccc1C)CC2	-4%	8%	?	-6	4%	-19%	2%
33	Cc1ccc(C#N)c(N2CCCC(c3n[nH]c(=O)n3-c3ccccc3)C2)n1 (stereo not given)	22%	3%	?	-1	-2%	-29%	-3%
34	CN(CC1CCOCC1)C(=O)c1c(F)cccc1Cl	-16%	9%	1%	38	i	i	7%
35	COc1cc(C(=O)N2CCCN(c3cc(-c4ccc(C)c(C)c4)[nH]n3)CC2)cc(OC)c1OC	-19%	-16%	?	-18	i	-18%	6%
36	COc1ccc(C2=NC(c3ccncc3)=Nc3ccc(OC)cc3N2)cc1	-5%	-11%	/	7	/	/	/
37	Cc1ccn2c(C(=O)NCc3cccnc3N3CCN(C)CC3)c(C)nc2c1	2%	-1%	i	25	-18%	i	-9%
38	CCn1cc(CN(C)C(=O)CCC[C@H]2NC[C@@H]3C[C@H]2CN(Cc2ccccc2)C3)c(C)n1	-19%	-1%	15%	3	i	3%	-11%
39	COc1ccc(N2CCN(C(=O)CN3C(=O)C(c4ccccc4)=NC3(C)C)CC2)cc1	?	6%[12.5 µM]	?	32	?	-29%	5%
40	Cc1ccn(CCCNc2cc(C(C)C)ncn2)n1	20%	4%	-28%	-12	i[11.5 µM]	-33%	5%

Fetched one by one from the entries so far (2):
nr	Structure	SNCA expr inh	SNCA viab count	HEK cytotox	IP6K1 inh	GPT2 inh	NIH3T3 tox	Luciferase inh
33	Cc1ccc(C#N)c(N2CCCC(c3n[nH]c(=O)n3-c3ccccc3)C2)n1 (stereo not given)	22%	3%	?	-1	-2%	-29%	-3%
37	Cc1ccn2c(C(=O)NCc3cccnc3N3CCN(C)CC3)c(C)nc2c1	2%	-1%	i	25	-18%	i	-9%

Other entries follow.
nr	Structure	SNCA expr inh	SNCA viab count	HEK cytotox	IP6K1 inh	GPT2 inh	NIH3T3 tox	Luciferase inh
41	C=CCCC(=O)N1CCOc2c(O)cc(-c3nc4ccccc4s3)cc2C1	-27%	-12%	50µM*	-3	-2%	?	?
42	CC(C)C1=NOC2(CCN(Cc3cccc(C(F)(F)F)c3)CC2)C1	1%[87.6 µM]	-1%[87.6 µM]	?	0	i	?	-2%[172 µM]
43	O=c1c2ccccc2n(Cc2ccccc2F)c(=O)n1-c1cccc(F)c1	9%	-12%	/	23	/	/	/
44	Cc1cc2ncc(C(=O)NC3CCCCC3)cn2n1	252%[activator][87.6 µM]	-2%[87.6 µM]	-7%[172 µM]	6	1%[88.5 µM]	-11%[138 µM]	/
45	O[C@@H]1C[C@@H](c2nnc3n2CCN(Cc2ccc(F)c(F)c2)C3)N(Cc2cccnc2)C1	-13%	-12%[12.5 µM]	-11%	5	i	-16%	-1%
46	COc1ccccc1C(=O)N1CCCn2nc(C)c(-c3ccnn3C(C)C)c21	8%[87.6 µM]	5%[87.6 µM]	-22%[172 µM]	0	i	?	-23%[172 µM]
47	COc1ccc(-c2ccc3c(n2)CN(CCOc2ccccc2)C(=O)CO3)cc1F	-8%[87.6 µM]	-5%[87.6 µM]	79µM*	-19	1%[88.5 µM]	?	-9%[172 µM]
48	Cc1ccc(C)c(N2CCN(Cc3csc(C)c3C)CC2)c1	15%	12%	/	13	/	/	/
49	O=C(NCCCc1ccccc1)c1ccc2nc(-c3ccccn3)oc2c1	9%	6%	?	-5	2%	?	/
50	Cn1ccc(NC(=O)c2cc(-c3ccccc3F)cc3c2OCCN3Cc2cccnc2)n1	-39%	-19%	?	-17	2%	?	-25%
51	CN(Cc1ccccc1)Cc1ccc(-c2ccccc2)cc1	11%[87.6 µM]	0%[87.6 µM]	?	-7	i	-21%[138 µM]	-18%[172 µM]
52	CN1[C@@H](CCC(=O)NCc2cccnc2)CNC(=O)[C@@H]2[C@H]1CCN2Cc1ccc(F)cc1	-5%	10%	-10%	5	i	-18%	-6%
53	COc1ccc(-c2ccccc2C(=O)N2CCOCC2)nn1	/	/	1%[172 µM]	20	/	-20%[138 µM]	/
54	COCCNC(=O)CCc1c(C)nn(-c2ccc(OC)cc2)c1Oc1ccccc1F	-3%	3%	?	-12	i	?	3%
55	Cc1ccc(CC(=O)NC2CCN(c3nnc4cccc(C)n34)CC2)cc1	-21%	-1%	-14%	36	i	-18%	-3%
56	CCCS(=O)(=O)N1CCC2(CCCCO2)CC1	-21%	2%	i	9	i	i	-1%
57	CC1(C)[C@H]2CC[C@@H](CNC(=O)c3cccnc3)[C@@H]1C2	-13%[87.6 µM]	9%[87.6 µM]	-32%[172 µM]	17	i	?	6%[172 µM]
58	Cc1c(CN(C)C(=O)CC2C(=O)NCCN2CC(C)(C)C)[nH]c2ccccc12 (stereo not given)	-9%	5%	?	6	-18%	?	5%
59	Cc1c(C(=O)N(C)C)sc2c1c(=O)n(-c1ccccc1C(F)(F)F)c(=O)n2Cc1cccc(F)c1	-6%	0%	/	-6	/	/	/
60	Fc1ccc(CNC2(Cc3cc(-c4ccccc4)on3)COC2)cc1	0%[87.6 µM]	-18%[87.6 µM]	89µM*	9	-9%[88.5 µM]	-14%[174 µM]	0%[172 µM]
61	Cc1cc(C)c(S(=O)(=O)N2CCC(N3CCN(Cc4ccccc4)C(=O)C3=O)CC2)c(C)c1	58%[activator]	8%	/	-11	/	/	/
62	COCCc1nncn1C1CCN(S(=O)(=O)c2ccc(F)c(Cl)c2)CC1	15%	13%	-21%	-2	i	-15%	-6%

Screens as filed in PubChem.
